# M. tuberculosis HTS = M. tuberculosis growth inhibition, HTS (AID 449762) | M. tuberculosis H37Rv growth inhibition, 7H9 media; higher % means a stronger effect | one-dose inhibition, % at 25 µM; IC50 in µM for titrated hits | hit rate 0.59% among 330,000; in the data active means a potency from the dose series; inconclusive means inhibition above about 70% without an active follow-up result;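 further: bacterial growth assessed after seven days of incubation; strong numbers were not always called active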
# tuberculosis growth = growth inhibition of non-replicating M. tuberculosis (AID 488890). Mycobacterium tuberculosis non-replicating, growth inhibition; higher % means a stronger effect. inhibition, % at 25 µM, or IC50 in µM where a hit was titrated. hit rate 0.39% among 320,000; in the data active means a potency from the dose series; inconclusive means inhibition mostly from about 82% at the one dose, without a potency; inactive means the rest, 99 in 100 with inhibition below about 76%;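 further: plate controls were DMSO cells for no effect and high antibiotic wells for full effect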
# PhoP GFP inhibition = PhoP regulon inhibitors, Salmonella typhi PhoP promoter GFP reporter, confirmatory (AID 1850) | Salmonella Typhi PhoP-promoter GFP reporter, fluorescence, 4 h; higher % means a stronger effect | inhibition, % at 50 µM; hits with a dose series show IC50 in µM | hit rate 0.33% among 310,000; in the data active means a potency from the dose series; inconclusive means inhibition mostly from about 25% at the one dose, without a potency; inactive means the rest, 99 in 100 with inhibition below about 19%;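 further: 0% = induced wells with vehicle and 100% = uninduced wells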
# inhibitors of VEEV = inhibitors of VEEV TC-83 cytopathic effect, confirmation, Vero cells (AID 588727); Vero cells, VEEV TC-83 cytopathic effect inhibition; higher % means a stronger effect; one-dose inhibition, % at 20 µM; IC50 in µM for titrated hits; hit rate 0.13% among 350,000; in the data active means a potency from the dose series; inconclusive means inhibition mostly from about 14% at the one dose, without a potency; inactive means the rest, 99 in 100 with inhibition below about 12%; further: strong numbers were not always called active
# influenza NS1A = H1N1 influenza NS1A inhibitors, functional cell based assay (AID 504329) | NS1A functional cell-based assay, percent inhibition; higher % means a stronger effect | one-dose inhibition, % at 12.5 µM; IC50 in µM for titrated hits | hit rate 0.3% among 340,000; in the data active means a potency from the dose series; inconclusive means inhibition above about 27% without an active follow-up result; further: strong numbers were not always called active
# inhibitors of VEEV 10K pilot screen = also measured in inhibitors of VEEV; calls as there; inhibition, %; measured here: 10K pilot screen inhibition
# * marks the source's active call; other numbers are inactive results; i = inactive; ? = inconclusive; nt = not tested or not shown. Compounds were not picked by outcome. Share with any hit: about 1.6%.
SMILES,M. tuberculosis HTS,tuberculosis growth,PhoP GFP inhibition,inhibitors of VEEV,influenza NS1A,others
O=C1OC(NCc2cccnc2)(c2ccc(Cl)cc2)c2ccccc21 (centres undefined),1.0%,-14.5%,7.0%,1.6%,-3.7%,
O=C(NCc1cccnc1)c1ccc(COc2ccc(Cl)cc2)cc1,45.8%,79.2%,25.1%,i,-4.7%,
COc1ccc(CC(=O)C2C(=O)N(C)c3ccccc32)cc1OC (centres undefined),nt,nt,nt,i,0.6%,
CC(=O)Oc1cc2cccc(OC(C)=O)c(=O)c2c(OC(C)=O)c1OC(C)=O,-0.8%,-10.9%,?,2.0%,-1.1%,
CCCn1c(C)cc(/C=C(\C#N)C(=O)O)c1C,6.0%,3.0%,-14.5%,i,2.3%,
COc1cc(S(=O)(=O)Nc2c(C)cc(C)cc2C)ccc1Cl,-12.3%,8.0%,0.8%,3.3%,-8.7%,
COc1cccc(-c2ccc(NC(=O)C3CCCN(CCCn4nc(C)cc4C)C3)cc2)c1 (centres undefined),?,63.7%,3.2%,4.5%,3.7%,
CN1C(=O)c2cccc(N(C)C)c2C1=O,0.6%,-3.2%,3.3%,0.4%,-1.4%,
O=C(O)C1CC=CCC1C(=O)NC12CC3CC(CC(C3)C1)C2 (centres undefined),7.7%,3.4%,-0.6%,2.1%,-8.0%,
CC1(C)Cc2c(sc(NC(=O)c3ccco3)c2C(=O)O)CO1,9.8%,10.2%,3.6%,2.6%,-2.3%,
CCn1c(=O)n(C)c2c(=O)n(C)c(=O)n(C)c21,nt,nt,nt,i,-1.7%,
O=S1(=O)C=CC(Nc2cccc(Cl)c2)C1 (centres undefined),-6.3%,4.3%,-6.1%,i,-7.4%,
CC(c1cccs1)N(C(=O)Nc1ccccc1)C1CCCCC1 (centres undefined),0.5%,1.6%,2.5%,i,-2.0%,
O=C(NCc1ccco1)Nc1ccc(Br)cc1Cl,3.4%,48.3%,-8.5%,i,-2.6%,
CCCCNC(=S)Nc1ccccc1F,2.3%,69.4%,1.4%,7.0%,-1.6%,
Cc1ccccc1OCc1nc2ccc(S(=O)(=O)N3CCOCC3)cc2[nH]1,-21.4%,25.3%,-1.8%,i,-0.9%,
Cc1noc(C)c1-c1ccc2ncnc(NC(C)c3ccco3)c2c1 (centres undefined),-3.6%,7.2%,nt,i,4.3%,inhibitors of VEEV 10K pilot screen=2.7
Cc1ccccc1C(=O)NN(C)c1nc2ccccc2nc1C(F)(F)F,-7.3%,-14.2%,-1.5%,0.8%,0.1%,
CCCn1c(=O)c(/C(N)=N/O)nn(-c2cccc(C(F)(F)F)c2)c1=O,-0.6%,-1.7%,-0.5%,i,-3.4%,
COc1cccc(/C=C/C(=O)OCC(=O)NC2CC2)c1,2.4%,38.0%,nt,3.5%,-11.7%,
COc1ccc(C2CCCN2C(=S)Nc2ccccc2C)cc1OC (centres undefined),4.3%,6.2%,5.1%,0.4%,13.6%,
FC(F)Sc1nc2ccccc2[nH]1,-7.6%,11.1%,-3.0%,2.1%,-22.7%,
CN(CCC#N)C(=O)COC(=O)c1ccc(CNS(=O)(=O)c2ccc(F)c(Cl)c2)cc1,10.3%,5.5%,-0.4%,0.8%,-7.1%,
CC(=O)N1CCC2(CC1)CC(=O)c1cc(Cl)ccc1O2,-6.7%,4.1%,4.0%,1.2%,6.6%,
COc1cccc(CC(NC(C)=O)C(=O)NC2CCN(S(=O)(=O)c3ccc(NC(C)=O)cc3)CC2)c1OC (centres undefined),-4.6%,-7.0%,7.8%,0.4%,2.7%,
N/C(=N\OC(=O)CCC1CCCC1)c1ccc([N+](=O)[O-])cc1,50.0%,42.4%,-2.8%,0.8%,9.8%,
Cn1c(OCc2cccnc2)nc2c1c(=O)n(Cc1ccc(Br)cc1)c(=O)n2C,?,63.5%,-5.0%,1.8%,-2.1%,
CC(=O)c1nn(-c2ccc(C)cc2)cc1C(=O)c1cccc(Br)c1,7.8%,-24.7%,-5.3%,i,-2.7%,
CC(=O)Nc1ccc(/C=C/c2noc(-c3ccccc3O)n2)cc1,8.3%,0.2%,5.5%,0.4%,1.5%,
Cn1c(=O)c(C(=O)CSc2nncs2)c(N)n(Cc2ccccc2)c1=O,-5.3%,13.0%,12.4%,1.3%,1.3%,
Cc1c(NC(=O)c2ccco2)cccc1C(=O)NN1C(=O)c2ccccc2C1=O,-4.0%,-26.3%,-4.8%,3.9%,-10.6%,
COC(=O)c1ccc(/C=N/OCC(=O)NCc2ccc(F)cc2)cc1,3.2%,36.7%,-12.8%,i,-0.8%,
COc1cc(/C=C/C(=O)OCC(=O)NCc2ccc(F)cc2)ccc1O,0.1%,-10.6%,nt,5.8%,1.5%,
Cc1ccccc1OCC(=O)N/N=C/c1cn(C)c2ccccc12,13.0%,22.1%,8.5%,4.8%,9.9%,
O=C(COc1ccc(Cl)cc1Cl)Nc1cccc(-c2ccc(N3CCOCC3)nn2)c1,nt,nt,nt,1.4%,-6.3%,
CCc1c(C)nc(N)c(C#N)c1-c1ccccc1,-10.2%,-19.7%,5.6%,2.9%,-4.6%,
C/C(=N/NC(=O)CNC(=O)COc1ccccc1)c1ccc(Cl)cc1,1.6%,-7.7%,6.3%,9.5%,-4.4%,
CCOc1ccc(NC(=S)NC2CC3CCC(C2)N3Cc2ccco2)cc1 (centres undefined),5.0%,13.6%,0.5%,1.9%,-10.3%,
CCOC(=O)c1c(CN2CCN(CCO)CC2)n(C)c2cc(Br)c(OC)cc12,-1.4%,43.1%,-0.3%,i,3.5%,inhibitors of VEEV 10K pilot screen=3.8
Cc1c(C(=O)Nc2ccc3c(c2)OCCO3)sc2nc(-c3ccccc3)cn12,47.1%,79.6%,7.2%,9.6%,-5.6%,
CCN(CC)C(=O)CSc1nc2ccccc2c(=O)n1OC(C)C,0.8%,1.5%,16.3%,2.4%,-21.6%,
CC1CCCN(CC(O)CN)C1 (centres undefined),-2.8%,-1.3%,-6.5%,4.9%,-2.7%,
COc1ccc(/C=C/C(=O)Nc2nnc(C(C)C)s2)cc1OC,-0.6%,-13.7%,0.9%,i,nt,
COc1ccccc1N1C(=O)CCC1(C#N)c1ccccc1 (centres undefined),0.8%,-2.8%,-1.5%,i,-10.0%,
COc1ccnc(CSC(N)=Nc2cccc(C(F)(F)F)c2)c1,12.1%,?,-9.9%,0.5%,16.6%,
N#Cc1cccc(C(=O)OCC(=O)NC(=O)NC2CCCCC2)c1,-1.0%,12.0%,-5.7%,1.7%,-1.7%,
CCOc1ccc(Cl)cc1CSc1ncn[nH]1,4.6%,3.2%,-1.5%,0.2%,-7.8%,
Cc1ccccc1OCC(=O)OC1CCN(C)CC1,-9.7%,-7.2%,-4.3%,0.5%,13.1%,
C[C@]12c3[nH]c4ccccc4c3CCN1C(=O)C(CC(=O)NCc1ccco1)C[C@@H]2C(=O)N1CCCCC1 (some centres undefined),5.7%,27.2%,nt,i,0.1%,
CCOc1ccc(NC(=O)CSc2nnc(C3CC3)n2N)cc1,22.6%,5.2%,5.1%,0.4%,3.6%,

# Next part:
SMILES,M. tuberculosis HTS,tuberculosis growth,PhoP GFP inhibition,inhibitors of VEEV,influenza NS1A,others
Cn1c2ccccc2c2ncn(CCC3=CCCCC3)c(=O)c21,7.2%,59.0%,-3.0%,i,-0.3%,
COc1ccc(-c2nnc(N(C)C(=O)c3cccnc3)s2)cc1,0.7%,nt,3.5%,4.0%,6.8%,inhibitors of VEEV 10K pilot screen=2.9
C=CCNC(=S)Nc1ccc(N(C)C)cc1,-17.7%,23.1%,7.2%,0.4%,-3.9%,
CCOc1ccc(N(C)S(=O)(=O)c2cnc[nH]2)cc1,11.8%,1.0%,6.6%,i,-4.0%,
CC[C@H](C)[C@@H](C(=O)N1CCCC1c1nccs1)N(C)C(=O)[C@H](CC(C)C)N(C)C(=O)[C@H](Cc1ccc(OC)cc1)N(C)C(=O)/C=C(\C)OC (some centres undefined),0.4%,0.2%,nt,i,-0.2%,
Cc1cc(C(=O)N/N=C/c2ccco2)n[nH]1,-15.4%,6.3%,5.3%,0.9%,-0.8%,
Cc1cc(C)c2oc(-c3ccc(C)c(NC(=S)NC(=O)c4cccs4)c3)nc2c1,33.6%,31.2%,-2.3%,i,-2.4%,
CC1(NC(=O)/C=C/c2nc3ccccc3s2)CCS(=O)(=O)C1 (centres undefined),-7.6%,2.6%,nt,0.5%,-10.3%,
CCCCOC(=O)c1ccc(NC(=S)NC(=O)c2c(Cl)cnn2CC)cc1,?,?,12.5%,1.1%,3.5%,
Cc1cc(C)cc(OCC(=O)Nc2ccc(F)cc2)c1,-1.8%,53.5%,0.0%,2.5%,-3.2%,
CCOC(=O)c1nnn(-c2nc(OC)nc(N(C)C)n2)c1-c1ccccc1,-9.4%,-3.2%,-4.1%,1.3%,1.4%,
CC(=O)N1CCCC(N2CCN(c3cccc(C(F)(F)F)c3)CC2)C1 (centres undefined),-1.9%,19.0%,-0.4%,0.4%,1.8%,
N#CC(C#N)=Cc1c[nH]c(=O)c(C#N)c1Nc1ccccc1,0.3%,-0.1%,3.7%,i,nt,
NNC(=O)C=C1CCN(c2ncc(C(F)(F)F)cc2Cl)CC1,0.7%,11.7%,12.2%,i,-0.6%,
CC(C)CN(CCCNC(=O)CN1N=C(c2ccc(Cl)cc2)CCC1=O)CC(C)C,1.6%,-3.3%,9.2%,0.7%,20.4%,
CC(C)CC(OC(=O)c1cccs1)C(=O)NCc1ccco1 (centres undefined),3.2%,1.9%,0.2%,i,2.0%,
CCn1c(=O)cc(SCC(=O)NCCCN2CCC(C)CC2)c2ccccc21,-5.6%,-0.4%,-8.0%,i,-4.9%,
Nn1c(-c2cccc(Br)c2)n[nH]c1=S,-3.8%,-3.7%,10.0%,3.1%,-4.7%,
Cc1c(C)c2ccc(OS(C)(=O)=O)cc2oc1=O,-4.4%,-0.7%,-6.7%,0.9%,4.5%,

# High-throughput results as filed in PubChem BioAssay.
